# Growth percent in the NCI-60 one-dose screen (48 h, 10 µM unless noted): 100 = growth as untreated, 0 = no growth, -100 = all killed.
# IGROV1: IGROV1 ovarian cancer. 79,000 compounds, 4.7% hits. AID 1794786
# OVCAR-8: OVCAR-8 ovarian cancer. AID 1794782. 81,000 compounds, 4.4% hits
# NCI/ADR-RES: NCI/ADR-RES ovarian cells. 81,000 compounds, 4.4% hits
# OVCAR-4: OVCAR-4 ovarian cancer cells; AID 1794784; 80,000 compounds, 3.7% hits
# OVCAR-5: OVCAR-5 ovarian cancer. AID 1794783. 82,000 compounds, 2.9% hits
# OVCAR-3: OVCAR-3 ovarian cancer; 79,000 compounds, 7% hits; AID 1794787
# DU-145: DU-145 prostate cancer. 81,000 compounds, 4.2% hits. AID 1794760
# SK-OV-3: SK-OV-3 ovarian cancer cells; 80,000 compounds, 3.2% hits
# Active calls of the source: *; x = not tested or not shown; & = joins results of further samples; [ ] = another dose, or the depositor's remark. Rule for the calls: active = growth percent below 10; inactive = the rest. A portion of the library; count on the stated rates, not on these rows.
No.	mol	IGROV1	OVCAR-8	NCI/ADR-RES	OVCAR-4
1	CN1CCN(C(=O)COc2ccc3c(c2)CCCC(=O)N3)CC1	122	104	103	96
2	CCC(=O)C1(c2ccccc2)CCNCC1	97	108	111	x
3	Nc1ccc(N)cc1	118	106	87	101
4	O=C1CC(=O)NC(=O)N1	108	103	94	96
5	O=c1oc2ccccc2n1SC(Cl)(Cl)Cl	100	97	103	106
6	C[C@]12CC[C@H]3[C@@H](CC=C4C[C@@H](O)CC[C@@]43C)[C@@H]1CC(=O)[C@@H]2O	105	104	100	103
7	CN(C)C(=O)Oc1ccccc1	108	102	98	101
8	Oc1ccc(-c2ccccc2)cc1	127	95	103	104
9	NCCc1ccc(O)cc1	109	86	92	102
10	COc1ccc(-n2c(Sc3sc(N)nc3C)nc3ccc(Cl)cc3c2=O)cc1	94	100	103	86

No.	OVCAR-5	OVCAR-3	DU-145	SK-OV-3
1	113	99	105	104
2	105	121	114	110
3	96	152	153	111
4	119	94	155	114
5	106	106	107	108
6	107	108	109	112
7	82	120	108	103
8	106	118	116	115
9	84	108	118	95
10	96	100	108	101

# Reformatted bar-delimited: 3 of the compounds above.
nr | molecule | IGROV1 | OVCAR-8 | NCI/ADR-RES | OVCAR-4 | OVCAR-5 | OVCAR-3 | DU-145 | SK-OV-3
5 | O=c1oc2ccccc2n1SC(Cl)(Cl)Cl | 100 | 97 | 103 | 106 | 106 | 106 | 107 | 108
9 | NCCc1ccc(O)cc1 | 109 | 86 | 92 | 102 | 84 | 108 | 118 | 95
1 | CN1CCN(C(=O)COc2ccc3c(c2)CCCC(=O)N3)CC1 | 122 | 104 | 103 | 96 | 113 | 99 | 105 | 104

# Next compounds follow.
No.	mol	IGROV1	OVCAR-8	NCI/ADR-RES	OVCAR-4
11	O=C(CCCN1CCC(n2c(=O)[nH]c3ccccc32)CC1)c1ccc(F)cc1	96	103	87	108
12	CC[C@H](C)[C@H](NC(=O)CN(C)C)C(=O)N(C)[C@H](C[C@@H](OC(C)=O)c1nc(C(=O)NC23CC(C(=O)OC)(C2)C3)cs1)C(C)C	33	19	78	48
13	O=C1CC(=O)NC(=S)N1	x	x	112	112
14	COc1ccc(OC)c(/C=C/[N+](=O)[O-])c1	-4.1*	12	18	x
15	O=[N+]([O-])c1ccc(Br)c([N+](=O)[O-])c1	63	92	99	103
16	Nc1ccc(S(=O)(=O)F)c(Cl)c1	99	104	103	101
17	C[C@]12CC[C@H](O)C[C@@H]1CC[C@@H]1[C@@H]2CC[C@]2(C)OC(=O)CC[C@@H]12	93	86	101	104
18	COc1ccc(/C=C\c2cc(OC)c(OC)c(OC)c2)c(NS(=O)(=O)c2ccc(F)cc2)c1O	28	22	2.1*	29
19	C=CCCC1(CCC)C(=O)NC(=O)NC1=O	112	102	113	107
20	CCOc1ccc(P2(=S)SP(=S)(c3ccc(OCC)cc3)S2)cc1 (stereo unspecified)	83	108	95	98

No.	OVCAR-5	OVCAR-3	DU-145	SK-OV-3
11	96	118	134	116
12	72	-47*	9.2*	33
13	92	118	111	118
14	20	-59*	20	65
15	108	88	93	113
16	105	104	112	96
17	94	99	107	85
18	40	-38*	-19*	12
19	101	105	112	111
20	99	103	113	94

# Screen by screen, from the results shown.
# Compounds 1–10 in OVCAR-3, in turn: 99, 121, 152, 94, 106, 108, 120, 118, 108, 100

# (more compounds)
No.	mol	IGROV1	OVCAR-8	NCI/ADR-RES	OVCAR-4
21	CCOP(=S)(OCC)O[C@H]1CC[C@@]2(C)C(=CC=C3[C@@H]4CC[C@H]([C@H](C)/C=C/[C@H](C)C(C)C)[C@@]4(C)CC[C@@H]32)C1	107	105	99	97
22	O=S(=O)(CCCN1CCCCC1)C(c1ccccc1)c1ccccc1	103	95	103	110
23	NC(=O)C1(c2ccccc2)CCN(Cc2ccccc2)CC1	105	98	99	106
24	O=C(O)c1nn(Cc2ccc(Cl)cc2Cl)c2ccccc12	107	92	98	108
25	CC(=O)O[C@H]1CC[C@H]2[C@@H]3CC=C4c5nc(-c6ccc(Br)cc6)sc5CC[C@]4(C)[C@H]3CC[C@]12C	111	99	94	90
26	COC[C@@H]1C[C@@]2(C)[C@@H](CC[C@@H]3[C@@H]2CC[C@@]2(C)[C@H]3CC[C@]2(C)O)CC1=O	99	96	101	101
27	N#CCN1CCN(c2ccccc2)CC1	99	99	94	114
28	COC(=O)CC(c1ccccc1)N1CC1 (stereo unspecified)	101	99	x	119
29	CCOP(=O)(CCCP(=O)(OCC)OCC)OCC	108	107	113	105
30	COc1cc2c(cc1OC)C(C)NCC2 (stereo unspecified)	103	110	104	109

No.	OVCAR-5	OVCAR-3	DU-145	SK-OV-3
21	102	103	107	102
22	107	97	113	107
23	104	113	118	112
24	x	102	115	100
25	102	100	105	95
26	98	106	102	99
27	88	107	110	86
28	103	102	114	105
29	101	111	117	104
30	87	118	98	108

# An excerpt of these results, as labelled records.
26	COC[C@@H]1C[C@@]2(C)[C@@H](CC[C@@H]3[C@@H]2CC[C@@]2(C)[C@H]3CC[C@]2(C)O)CC1=O
  IGROV1 = 99
  OVCAR-8 = 96
  NCI/ADR-RES = 101
  OVCAR-4 = 101
  OVCAR-5 = 98
  OVCAR-3 = 106
  DU-145 = 102
  SK-OV-3 = 99
27	N#CCN1CCN(c2ccccc2)CC1
  IGROV1 = 99
  OVCAR-8 = 99
  NCI/ADR-RES = 94
  OVCAR-4 = 114
  OVCAR-5 = 88
  OVCAR-3 = 107
  DU-145 = 110
  SK-OV-3 = 86

# Next compounds.
No.	mol	IGROV1	OVCAR-8	NCI/ADR-RES	OVCAR-4
31	CC(=O)N1N=C(c2ccc(F)cc2)CC1c1sc(N(CCCl)CCCl)nc1Cl (stereo unspecified)	109	87	103	98
32	O=P(N1CCCCCC1)(N1CCCCCC1)N1CC1	x	116	109	96
33	N=c1nc2n3c(nnnc3n1)NN2	x	108	124	123
34	CN1C[C@H](C(=O)N[C@]2(C)O[C@@]3(O)C4CCCN4C(=O)[C@H](Cc4ccccc4)N3C2=O)C=C2c3cccc4[nH]cc(c34)C[C@H]21 (stereo partly specified)	72	85	84	73
35	CCOC(=O)C1C(=O)C(CN(CCCl)CCCl)C(=O)C(C(=O)OCC)C1c1ccc(O)cc1 (stereo unspecified)	81	92	113	101
36	ClCCN(CCCl)c1nc(Cl)c(C2CC(c3ccc(Cl)cc3)=NN2c2cc(Cl)cc(Cl)c2)s1 (stereo unspecified)	102	99	114	100
37	COc1cc(OC)c(S(=O)(=O)N(CCCl)CCCl)cc1C1=NN(C=O)C(c2ccc(Cl)cc2)C1 (stereo unspecified)	105	89	92	89
38	CNC(C)C(O)c1ccc(O)cc1 (stereo unspecified)	112&104	98&97	118&106	101&118
39	O=[N+]([O-])c1cc([N+](=O)[O-])c(Br)cc1F	107	101	101	112
40	Cc1ccccc1NC(N)=S	x	105	113	110

No.	OVCAR-5	OVCAR-3	DU-145	SK-OV-3
31	105	100	101	87
32	101	121	120	103
33	118	125	110	105
34	86	94	72	106
35	96	110	107	112
36	108	108	116	87
37	104	100	98	97
38	92&100	127&113	120&112	106&107
39	92	131	111	102
40	110	117	115	x

# Some of these compounds in order of count of non-hydrogen atoms, high to low.
No.	mol	IGROV1	OVCAR-8	NCI/ADR-RES	OVCAR-4
37	COc1cc(OC)c(S(=O)(=O)N(CCCl)CCCl)cc1C1=NN(C=O)C(c2ccc(Cl)cc2)C1 (stereo unspecified)	105	89	92	89
35	CCOC(=O)C1C(=O)C(CN(CCCl)CCCl)C(=O)C(C(=O)OCC)C1c1ccc(O)cc1 (stereo unspecified)	81	92	113	101
39	O=[N+]([O-])c1cc([N+](=O)[O-])c(Br)cc1F	107	101	101	112
33	N=c1nc2n3c(nnnc3n1)NN2	x	108	124	123
40	Cc1ccccc1NC(N)=S	x	105	113	110

No.	OVCAR-5	OVCAR-3	DU-145	SK-OV-3
37	104	100	98	97
35	96	110	107	112
39	92	131	111	102
33	118	125	110	105
40	110	117	115	x

# Additional records
No.	mol	IGROV1	OVCAR-8	NCI/ADR-RES	OVCAR-4
41	O=C(O)C(Br)C1CCCCC1 (stereo unspecified)	101	111	105	103
42	N#CC(C#N)=Cc1cccc(F)c1	112	107	107	110
43	CCP(=S)(CC)P(=S)(CC)CC	104	101	120	96
44	CN1CC(CNC(=O)OCc2ccccc2)CC2c3cccc4c3c(cn4C)CC21 (stereo unspecified)	53	62	44	x
45	CC(C(O)c1ccc(Cl)cc1)N1CCCCC1 (stereo unspecified)	114	100	97	107
46	c1ccc2c(c1)OCC(C1=NCCN1)O2 (stereo unspecified)	104	102	103	100
47	CCC1(c2ccccc2)C(=O)NC(=S)NC1=O	114	106	98	98
48	Nc1cc2nc3ccccc3nc2cc1N	96	83	95	84
49	Cc1nc2c(s1)CC[C@@]1(C)C2=CC[C@@H]2[C@@H]1CC[C@]1(C)C(=O)CC[C@@H]21	111	107	107	97
50	CCN(/C=C1\CC2C3CC=C4CC(O)CCC4(C)C3CCC2(C)C1=O)CC (stereo unspecified)	x	107	97	94

No.	OVCAR-5	OVCAR-3	DU-145	SK-OV-3
41	102	105	111	100
42	98	109	105	105
43	98	119	130	112
44	65	62	57	69
45	91	102	104	100
46	109	106	108	117
47	94	102	95	99
48	100	92	92	82
49	104	113	99	107
50	101	112	111	113

# The list continues.
No.	mol	IGROV1	OVCAR-8	NCI/ADR-RES	OVCAR-4
51	NC(Cc1cccc(NP(=S)(N2CC2)N2CC2)c1)C(=O)O (stereo unspecified)	95	101	117	104
52	COc1ccc(C=O)cc1OC	105&114	105&97	114&101	114&109
53	COc1cc(/C=C\c2cc(OC)c(OC)c(OC)c2)cc(N/C=C\C(=O)c2cn(C)c3ccccc23)c1OC	81	88	67	x
54	CCOP(=O)(OCC)OP(=O)(OCC)OP(=O)(OCC)OCC	100	101	107	112
55	ClCc1ccc2ccccc2n1	78	101	98	101
56	Cc1ccc(Nc2nc(-c3ccccc3)c[se]2)cc1	60	95	91	85
57	CNC(=O)CCl	107	105	103	101
58	CCOP(=O)(OCC)C(O)c1ccccc1Cl (stereo unspecified)	94	100	103	106
59	C=C1C(=O)OC2CC3(C)OC3C3OC3C3=CC(OC3=O)C12 (stereo unspecified)	107&102	89&87	103&36	92&60
60	COC(=O)CC(c1cccc(OC(F)F)c1)c1c(O)c2ccccc2oc1=O (stereo unspecified)	99[8.25 µM]	105[8.25 µM]	101[8.25 µM]	108[8.25 µM]

No.	OVCAR-5	OVCAR-3	DU-145	SK-OV-3
51	105	133	123	89
52	102&111	115&107	119&107	103&104
53	89	98	103	93
54	102	109	111	105
55	83	99	102	113
56	94	89	100	84
57	107	113	114	102
58	87	100	98	96
59	104&106	42	111&109	106&103
60	101[8.25 µM]	x	115[8.25 µM]	100[8.25 µM]

# The listing continues:
No.	mol	IGROV1	OVCAR-8	NCI/ADR-RES	OVCAR-4
61	N#CC1=C(N)Oc2c(c(=O)oc3ccccc23)C1c1cc(=O)oc2ccc(Cl)cc12 (stereo unspecified)	98	91	98	98
62	O=[N+]([O-])c1c(Cl)sc(Cl)c1[N+](=O)[O-]	96	94	106	112
63	O=c1c([N+](=O)[O-])cn(O)cc1[N+](=O)[O-]	104	102	105	112
64	CC(=O)Cc1ccccc1Cl	96	103	94	96
65	C=CCN1CC[C@]23c4c5ccc(O)c4OC2C(=O)CC[C@@]3(O)[C@H]1C5 (stereo partly specified)	107	102	100	103
66	CCC1(C(C)C)C(=O)NC(=S)NC1=O	113	101	115	107
67	COc1ccc(C2=N[C@@H](Cc3ccccc3)C(=O)Nc3ccsc32)cc1	66	70	28	70
68	O=C1Nc2ccccc2C2c3cccn3-c3ccccc3CN12 (stereo unspecified)	63	63	21	72
69	CCOC(=O)C1(c2ccc(O)c(O)c2)CCN(C)CC1	107	116	100	101
70	Cc1nc(N2CC2)nc(N(C)c2ccccc2)c1[N+](=O)[O-]	161	99	96	113

No.	OVCAR-5	OVCAR-3	DU-145	SK-OV-3
61	94	96	102	97
62	115	112	113	97
63	105	109	103	100
64	97	97	106	104
65	106	109	112	109
66	102	101	115	118
67	84	3.8*	71	67
68	82	42	85	47
69	94	106	112	100
70	113	117	125	108

# Other compounds:
No.	mol	IGROV1	OVCAR-8	NCI/ADR-RES	OVCAR-4
71	CC(=O)Nc1nc2c(s1)CC[C@@]1(C)C2=CC[C@H]2[C@@H]3CC[C@H](O)[C@@]3(C)CC[C@@H]21	64	80	45	87
72	COC(=O)[C@@H](NC(=O)c1cn(CCC2CCCCC2)c2ccccc12)C(C)C	66	87	76	82
73	CCCCCCCCCCCCOC(N)=O	93	90	102	95
74	COc1ccc(Cn2cc(/C=C3/C(=O)C4CCN3CC4)c3cccnc32)cc1	93	89	72	85
75	O=C(NC1=NCC[Se]1)c1ccccc1O	-8.3*	47	22	71
76	O=C1NC(=O)C(=Cc2c(Cl)cccc2Cl)C(=O)N1	98&115	94&98	106&98	102&98
77	Clc1ccc(C(c2ccc(Cl)cc2)C(Cl)Cl)cc1	x	96	46	97
78	CC(NC(C)(C)C)C(=O)c1cccc(Cl)c1 (stereo unspecified)	99	94	96	101
79	CO[C@H](/C(C)=C/C=C/C(C)=C/c1coc(C)n1)[C@H](C)[C@H]1C[C@@H](O)[C@@]2(C)O[C@H]2/C=C/[C@@H](C)[C@@H]2C[C@@H](CC(=O)O2)C[C@H]2O[C@@H]2C(=O)O1	-36*	x	19	-6.8*

No.	OVCAR-5	OVCAR-3	DU-145	SK-OV-3
71	92	14	82	82
72	96	86	94	88
73	95	105	108	106
74	100	97	103	120
75	53	70	61	135
76	101&99	111&104	110&106	108&94
77	85	106	100	96
78	86	94	109	114
79	34	-36*	-19*	32
